# Apaf-1 inh = blocks human Apaf-1 apoptosome activity; O14727; reconstituted apoptosome caspase-3 activity, DEVD-Rh110 fluorescence; inhibition, % at 20 µM; 0.71% of 330,000 active; active means inhibition of at least 40% at 20 µM;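 further: plate controls were DMSO wells for no effect and DEVD-CHO caspase inhibitor wells for full effect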
#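 Material: reconstituted apoptosome with Apaf-1, cytochrome c, caspase-9, procaspase-3, dATP / Buffer or medium: pH 7.5 Hepes buffer with CHAPS, BSA, DTT / Also added: cytochrome c with DEVD-Rh110 / Schedule: compound with Apaf-1, dATP, procaspase-3 30 min, then 50 min reaction, room temperature / Technique: rhodamine 110 fluorescence at Ex 480/Em 540 nm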
# CCR6 antag = CCR6 (human) receptor antagonism; inhibition, % at 20 µM; 0.49% of 340,000 active; P51684; AID 493098; CHO-K1 CCR6 PathHunter beta-arrestin, luminescence, CCL20-stimulated;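 active means compounds whose inhibition of the agonist-driven luminescence signal at 20 µM reaches about 50%, limit read from the data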;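 further: cells stimulated with CCL20 at 14 nM final; plate controls were DMSO with CCL20 for no effect and DMSO without agonist for full effect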
# Target sequence (P51684 whole entry, looked up): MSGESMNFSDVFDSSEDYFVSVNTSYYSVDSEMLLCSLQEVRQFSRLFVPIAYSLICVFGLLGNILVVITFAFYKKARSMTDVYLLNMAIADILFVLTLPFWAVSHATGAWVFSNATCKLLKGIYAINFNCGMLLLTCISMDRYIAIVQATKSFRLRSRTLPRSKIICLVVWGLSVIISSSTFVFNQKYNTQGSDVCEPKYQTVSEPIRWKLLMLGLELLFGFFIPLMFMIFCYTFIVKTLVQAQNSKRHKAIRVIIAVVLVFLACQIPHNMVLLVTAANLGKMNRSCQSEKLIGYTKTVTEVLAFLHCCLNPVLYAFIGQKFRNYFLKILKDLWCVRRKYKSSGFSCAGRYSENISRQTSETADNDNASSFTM
# Jurkat NFkB inh = inhibitors of the PMA/ionomycin-induced NF-kB reporter in Jurkat cells; PMA/ionomycin-induced NF-kB luciferase reporter, luminescence; inhibition, % at 4 µM; AID 435003; 0.53% of 330,000 active
# UBC13 polyUb = inhibitors of human UBC13 polyubiquitin chain formation. 0.47% of 330,000 active. TR-FRET. inhibition, % at 20 µM; in the data active means inhibition above about 45%, passing the limit was not always enough
# EBI2 antag = antagonists of human EBI2 receptor. P32249. EBI2 beta-arrestin recruitment, luminescence, 7a,25-OHC stimulated. inhibition, % at 5 µM. 0.81% of 360,000 active. AID 651636; in the data active means inhibition above about 38%;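 further: enzyme fragment complementation signal reports receptor beta-arrestin coupling in cells; 0% = agonist plus DMSO wells and 100% = wells without agonist; some results beyond the cut were filed as inactive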
# Target sequence (P32249 whole entry, looked up, the tested form may be a part): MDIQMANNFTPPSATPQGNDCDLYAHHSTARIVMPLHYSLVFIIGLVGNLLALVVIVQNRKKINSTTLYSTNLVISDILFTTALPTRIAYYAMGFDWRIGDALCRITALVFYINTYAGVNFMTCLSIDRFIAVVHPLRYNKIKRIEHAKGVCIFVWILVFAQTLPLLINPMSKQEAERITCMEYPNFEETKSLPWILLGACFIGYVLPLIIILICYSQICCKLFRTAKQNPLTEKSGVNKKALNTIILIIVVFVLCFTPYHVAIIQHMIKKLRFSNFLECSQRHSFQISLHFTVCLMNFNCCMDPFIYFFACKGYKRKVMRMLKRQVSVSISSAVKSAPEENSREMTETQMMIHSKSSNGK
# SENP8 inh = SENP8 protease inhibition. Q96LD8. purified SENP8, Z-RLRGG-aminoluciferin cleavage, luminescence. inhibition, % at 10 µM. 1.2% of 330,000 active. AID 2540
# 697 NFkB inh = lowers PMA/ionomycin-induced NF-kB signal in 697 B cells | 697 B-cell NF-kB luciferase reporter, 16 h | inhibition, % at 4 µM | 0.33% of 330,000 active | AID 435022; in the data active means inhibition above about 35%
# Gli-Sufu antag = antagonists of Gli-Sufu signaling; Sufu-KO-LIGHT fibroblasts, Gli luciferase reporter luminescence; inhibition, % at 5 µM; 0.74% of 340,000 active;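 active means inhibition above about 55%, limit read from the data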;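 further: 0% = DMSO-treated cells and 100% = wells with medium but no cells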
# * hit, by the source's call; / = not tested or not shown. Unless noted, no stated cut-off is given here; in the data, active means inhibition above about 50%; inactive means the rest. Some of the compounds tested (hit frequency here may not be typical).
# Each structure is followed by: Apaf-1 inh | CCR6 antag | Jurkat NFkB inh | UBC13 polyUb | EBI2 antag | SENP8 inh | 697 NFkB inh | Gli-Sufu antag
(1) CN(c1ccc(C(=O)N2CCN(Cc3ccccc3)CC2)cc1)S(=O)(=O)c1ccc(Cl)cc1
    21.8 | 18.3 | -3.5 | 2.2 | -0.1 | -1.0 | 1.3 | 24.8
(2) CN(C)CCCNC(=O)C[C@H]1C[C@H](C(=O)N2CCOCC2)[C@@]2(C)c3[nH]c4cc(CCC(=O)N(C)C)ccc4c3CCN2C1=O
    26.1 | 16.4 | / | / | -2.5 | / | 0.0 | -7.6
(3) Cc1ccccc1OCCC(=O)N(CC(=O)Nc1ccccc1C(F)(F)F)Cc1ccco1
    26.4 | 17.0 | 3.6 | -7.1 | -1.3 | -4.4 | -12.5 | 7.8
(4) NNC(=O)c1cc(C23CC4CC(CC(C4)C2)C3)[nH]n1
    -7.9 | 17.0 | -0.5 | 16.0 | 5.8 | 0.7 | 17.2 | -0.4
(5) O=C1NC(=O)c2cc(NC(=O)c3cccc4ccccc34)ccc21
    -0.8 | 6.5 | -15.7 | -2.1 | 1.6 | 1.4 | -0.3 | 14.9
(6) Cc1nc2nc(SCC(=O)C(C)(C)C)[nH]c2cc1Br
    4.7 | 4.1 | -5.0 | -4.1 | 21.6 | -1.4 | 9.4 | -15.7
(7) O=c1cc(CN2CCN(S(=O)(=O)c3ccccc3[N+](=O)[O-])CC2)nc2sccn12
    5.1 | 6.0 | -0.9 | 6.0 | -5.3 | -4.2 | 17.3 | 1.8
(8) O=S(=O)(c1ccc(Cl)cc1)N1CCN(CCc2ccncc2)CC1
    3.8 | 11.9 | -9.0 | 4.7 | 14.1 | 3.8 | -13.7 | -28.5
(9) O=C(CN(C(=O)CCC(=O)Nc1nccs1)c1ccc(F)c(Cl)c1)NCC1CCCO1 (stereo unspecified)
    7.7 | 12.4 | -7.2 | -1.6 | -10.4 | -7.9 | -7.7 | -3.6
(10) COc1ccccc1NC(=O)C(=O)NCC(c1ccco1)N1CCc2ccccc21 (stereo unspecified)
    -8.7 | 16.4 | 4.8 | -1.9 | 22.8 | -3.6 | -10.0 | -6.4
(11) CC(NC(=S)Nc1ccccc1C(F)(F)F)C1CC2CCC1C2 (stereo unspecified)
    6.2 | 15.1 | 15.6 | -1.4 | 1.6 | -2.1 | 14.9 | 5.4
(12) CCOc1ccc(S(=O)(=O)N2CCN(C(=O)c3cc(C4CC4)nn3-c3ccccc3)CC2)cc1
    24.2 | 16.6 | 12.0 | -3.7 | 9.1 | 5.3 | -3.8 | -0.2
(13) O=C(CCn1c(=O)oc2ccccc21)Nc1ccc(N2CCOCC2)cc1
    4.3 | 10.8 | 1.5 | -0.9 | 3.6 | -6.4 | -7.6 | -20.0
(14) Cc1ccc(-c2nc3ccccc3s2)cc1S(=O)(=O)N1CCCC1
    8.2 | 25.1 | -16.2 | 0.5 | 43.9 | -5.8 | -21.4 | -25.2
(15) COc1ccc(OC)c(/C=C2\SC(=S)N(NS(=O)(=O)c3ccc(C)cc3)C2=O)c1
    6.9 | 12.3 | 10.2 | -13.2 | -1.3 | 4.5 | 9.8 | 22.3

# Next part, starting with the last 5 of the part before.
# Each structure is followed by: Apaf-1 inh | CCR6 antag | Jurkat NFkB inh | UBC13 polyUb | EBI2 antag | SENP8 inh | 697 NFkB inh | Gli-Sufu antag
(11) CC(NC(=S)Nc1ccccc1C(F)(F)F)C1CC2CCC1C2 (stereo unspecified)
    6.2 | 15.1 | 15.6 | -1.4 | 1.6 | -2.1 | 14.9 | 5.4
(12) CCOc1ccc(S(=O)(=O)N2CCN(C(=O)c3cc(C4CC4)nn3-c3ccccc3)CC2)cc1
    24.2 | 16.6 | 12.0 | -3.7 | 9.1 | 5.3 | -3.8 | -0.2
(13) O=C(CCn1c(=O)oc2ccccc21)Nc1ccc(N2CCOCC2)cc1
    4.3 | 10.8 | 1.5 | -0.9 | 3.6 | -6.4 | -7.6 | -20.0
(14) Cc1ccc(-c2nc3ccccc3s2)cc1S(=O)(=O)N1CCCC1
    8.2 | 25.1 | -16.2 | 0.5 | 43.9 | -5.8 | -21.4 | -25.2
(15) COc1ccc(OC)c(/C=C2\SC(=S)N(NS(=O)(=O)c3ccc(C)cc3)C2=O)c1
    6.9 | 12.3 | 10.2 | -13.2 | -1.3 | 4.5 | 9.8 | 22.3
(16) COc1ccc(NS(=O)(=O)c2c(C)[nH]c(C)c2C(=O)N2CCCCC2)cc1Cl
    1.4 | 13.3 | -0.9 | 5.8 | 2.3 | -2.7 | 3.7 | -13.3
(17) O=C(OCC(=O)N1CCCCCC1)c1ccc([N+](=O)[O-])cc1Cl
    4.1 | 1.5 | -1.5 | -1.1 | -13.8 | -0.5 | 22.7 | -5.2
(18) c1cc2c(cc1CNc1ccc(N3CCOCC3)cc1)OCO2
    -0.8 | 0.0 | -53.3 | -0.8 | -10.5 | 15.8 | -65.6 | -61.2
(19) CCC(C)[C@H]1CNCCN1CCC12CC3CC(CC(C3)C1)C2 (stereo partly specified)
    13.1 | -2.0 | -20.2 | 19.6 | -3.5 | 6.8 | -23.8 | -16.4
(20) O=C(CCn1c(=S)oc2ccccc21)N1CCCCC1
    -4.3 | 2.8 | 3.9 | 4.7 | 4.6 | -2.6 | -8.9 | -7.8
(21) O=C(CCc1ccccn1)N1CCCC(N2CCN(c3cccc(C(F)(F)F)c3)CC2)C1 (stereo unspecified)
    6.1 | 2.2 | 11.6 | 0.1 | 2.6 | -1.9 | 15.9 | -12.9
(22) OCCNCCOc1ccccc1F
    4.7 | 3.3 | -1.1 | -5.2 | -7.9 | -12.3 | -104.8 | -6.7
(23) Cc1cccc(CN2CCN(c3nc4nonc4nc3NC3CC3)CC2=O)c1
    -0.9 | -1.7 | -11.2 | -16.6 | 0.3 | -2.6 | -2.3 | 5.4
(24) O=C(c1cc(C2CC2)nn1-c1ccccc1)N1CCN(S(=O)(=O)c2cccc(F)c2)CC1
    19.8 | 15.8 | 28.1 | 3.6 | 4.6 | 4.2 | -8.5 | -2.7
(25) CCOC(=O)C1(CCOc2ccccc2)CCN(Cc2cccs2)CC1
    -6.0 | 6.5 | 1.3 | -3.7 | -0.8 | -9.2 | -20.1 | 12.2
(26) COc1ccc2[nH]c3c(c2c1)CCN1C(=O)N([C@@H](C)C(=O)NC2CCCC2)C(=O)[C@]31C
    1.0 | 8.6 | -8.2 | 4.2 | 4.3 | 2.4 | 1.1 | 5.8
(27) COc1ccc(NC(=O)N(CCC(C)C)C(C)c2ccccn2)c(OC)c1 (stereo unspecified)
    7.3 | -1.8 | -3.6 | 1.1 | -5.6 | 5.5 | 0.2 | 7.4
(28) CN1C(=O)/C(=C/c2ccc(OCc3ccc(F)cc3)cc2)N(C)C1=S
    4.7 | 7.3 | -10.9 | 4.4 | 10.3 | 11.3 | 11.5 | /
(29) COc1ccc(OC)c(NC(=O)c2cc(-c3cc(C)cc(C)c3O)n[nH]2)c1
    8.2 | -7.3 | 11.9 | 3.4 | 9.8 | -1.8 | 16.5 | 42.8
(30) Cc1cc(S(=O)(=O)N2CCN(Cc3ccc4c(c3)OCO4)CC2)cc(C)c1N1CCCC1=O
    0.2 | 17.6 | 1.5 | 7.9 | -2.1 | -19.3 | -7.4 | -4.7

# Compound activity as filed in PubChem.
